3CLpro inhibitor: SARS-CoV 3CLpro protease inhibition | actives 0.14% (n = 290,000) | recombinant SARS-CoV 3CLpro, quenched FRET peptide cleavage | inhibition, % at 6 µM | AID 1706 | P0C6X7; in the data active = inhibition above about 12%
GDH-TPI inh: GDH-TPI coupled enzyme inhibition counter-screen | inhibition, % at 4.8 µM | actives 1.2% (n = 360,000) | AID 588335 | GDH-TPI coupled enzyme counterscreen, NADH absorbance; in the data active = inhibition above about 30%;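 note: 0% = DMSO wells and 100% = wells lacking the enzyme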
UGM FP inh: inhibitors of M. tuberculosis UDP-galactopyranose mutase. purified UGM, fluorescence polarization probe displacement. inhibition, % at 10 µM. actives 0.06% (n = 320,000). AID 504406; in the data active = inhibition above about 10%, passing the limit was not always enough
Target sequence (P9WIQ1 whole entry, looked up): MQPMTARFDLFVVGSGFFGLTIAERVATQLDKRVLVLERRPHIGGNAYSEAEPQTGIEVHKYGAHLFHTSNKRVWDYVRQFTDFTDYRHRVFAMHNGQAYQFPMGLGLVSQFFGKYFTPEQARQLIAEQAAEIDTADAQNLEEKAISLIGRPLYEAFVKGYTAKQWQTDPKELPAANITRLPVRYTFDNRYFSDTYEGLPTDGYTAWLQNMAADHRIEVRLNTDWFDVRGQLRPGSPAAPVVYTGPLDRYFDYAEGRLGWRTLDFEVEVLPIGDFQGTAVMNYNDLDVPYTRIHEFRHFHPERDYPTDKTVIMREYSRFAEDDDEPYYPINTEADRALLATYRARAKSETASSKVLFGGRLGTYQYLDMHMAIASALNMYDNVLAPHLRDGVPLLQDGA
MazEF act: MazEF (E. coli) toxin RNase activation; P0AE70; actives 0.32% (n = 350,000); activation, % at 20 µM; FAM/BHQ RNA-DNA oligo cleavage fluorescence, 5 h; in the data active = activation above about 50%
Target sequence (P0AE70 whole entry, looked up): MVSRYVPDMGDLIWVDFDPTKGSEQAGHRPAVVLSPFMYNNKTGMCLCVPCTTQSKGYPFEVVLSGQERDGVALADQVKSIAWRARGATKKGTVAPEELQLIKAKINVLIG
PriA SSB inh: K. pneumoniae PriA-SSBct interaction inhibition. AlphaScreen SSBct-PriA binding, biotinylated peptide. inhibition, % at 33 µM. actives 0.6% (n = 430,000). AID 1272365; in the data active = inhibition mostly above about 37%, no sharp cut-off; inactive = mostly below about 20%;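 note: plate controls were negative control peptide for no effect and reference peptide for full effect; strong numbers were not always called active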
VHR inh abs: blocks human VHR1 dual specificity phosphatase. recombinant VHR phosphatase, pNPP absorbance. AID 1654. actives 0.52% (n = 290,000). inhibition, % at 13.3 µM; in the data active = inhibition above about 50%; note: some compounds called inactive have numbers as strong as hits
Target sequence (P51452 whole entry, looked up): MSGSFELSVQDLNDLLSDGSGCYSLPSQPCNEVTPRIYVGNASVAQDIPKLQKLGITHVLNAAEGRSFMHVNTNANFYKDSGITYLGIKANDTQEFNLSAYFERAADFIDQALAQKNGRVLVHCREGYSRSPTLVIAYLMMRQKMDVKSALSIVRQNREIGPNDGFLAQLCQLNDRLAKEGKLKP
Mtb FBA inh: Mtb fructose-bisphosphate aldolase inhibition; P9WQA3; purified M. tuberculosis FBA, fluorescence read-out; inhibition, % at 1 µM; actives 2.3% (n = 360,000); in the data active = inhibition above about 27%;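 note: 0% = vehicle and 100% = reference inhibitor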
Target sequence (P9WQA3 whole entry, looked up): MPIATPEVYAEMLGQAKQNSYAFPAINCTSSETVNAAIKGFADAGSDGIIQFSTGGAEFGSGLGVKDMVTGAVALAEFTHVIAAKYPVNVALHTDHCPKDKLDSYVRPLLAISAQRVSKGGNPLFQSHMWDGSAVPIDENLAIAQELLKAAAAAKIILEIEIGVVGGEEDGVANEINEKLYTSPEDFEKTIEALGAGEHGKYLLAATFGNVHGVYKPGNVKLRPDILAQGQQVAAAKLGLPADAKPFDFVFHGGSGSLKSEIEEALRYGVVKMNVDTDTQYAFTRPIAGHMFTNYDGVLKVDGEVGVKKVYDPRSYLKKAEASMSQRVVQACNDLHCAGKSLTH
BioA inh: inhibitors of Mycobacterium tuberculosis BioA enzyme; purified M. tuberculosis BioA enzyme, plate reader; inhibition, % at 9.99 µM; actives 0.096% (n = 360,000); in the data active = inhibition above about 40%
BH1578 lux ind: quorum light induction in luxS cqsA deficient V. cholerae | V. cholerae BH1578 lux reporter, luminescence, 6 h | activation, % at 18.7 µM | actives 0.16% (n = 350,000) | AID 588436; in the data active = activation mostly above about 9.7%, no sharp cut-off; note: not every result past the cut was called active; inactives centre near 0; reference of the scale not given here
Rv3671c protease: inhibits the M. tuberculosis serine protease Rv3671c | inhibition, % at 5.96 µM | actives 0.048% (n = 320,000); in the data active = inhibition above about 38%;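 note: extracellular domain of Rv3671c used as enzyme; 0% = enzyme with DMSO and 100% = no enzyme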
Active calls of the source: *; i = inactive; . = not tested or not shown. The list is partial (hit frequency here may not be typical).

cpd	SMILES	3CLpro inhibitor	GDH-TPI inh	UGM FP inh	MazEF act	PriA SSB inh	VHR inh abs	Mtb FBA inh	BioA inh	BH1578 lux ind	Rv3671c protease
1	Cc1noc(C)c1COc1ccc(C(=O)N2CCCC(C(F)(F)F)C2)cc1 (configuration not stated)	-2	6	3.0	-4	2	10	-2	0.6	i	-2
2	CCCCc1cc(=O)oc2c(CN(C)C)c(O)ccc12	-3	28	-2.2	-2	-9	-1	.	0.5	-0.4	3
3	C=CCSc1nc(-c2ccccc2)c(C#N)c(=O)[nH]1	3	1	3.1	2	-17	30	2	-0.3	i	-6
4	C/C=C/c1ccc(Oc2nnnn2-c2ccc(C(=O)O)cc2)c(OC)c1	1	-1	-0.2	5	-14	12	0	-0.3	-0.2	-13
5	OCC[C@@H]1C[C@H](O)[C@@H](O)[C@]2(OCCc3ccccc32)O1	2	0	-1.1	-2	3	37	-3	-0.5	0.4	-9
6	Cc1ccccc1-c1cc2nc(NCc3ccncc3)n(C)c(=O)c2s1	.	7	.	.	.	.	-3	-2.3	-0.7	.
7	CCc1c(C(=O)N/N=C/c2ccsc2)csc1C	7	2	-2.5	8	.	15	-4	.	-0.4	8
8	COc1ccc(N2CC(NS(=O)(=O)c3cccnc3)CC2=O)cc1 (configuration not stated)	.	1	-1.6	-3	3	.	-2	.	0.3	-2
9	Cc1ccc(NC(=O)COC(=O)Cn2ccc(=O)[nH]c2=O)cc1C	.	-9	-1.8	-1	8	.	-2	1.4	-1.4	9
10	Cc1ccc(-n2nnnc2/C=C\Nc2cc(C)on2)cc1	-2	-2	1.9	-3	-5	-3	-2	-1.0	i	-13
11	Cc1ccc2[nH]c(-c3cccc(N)c3)cc2c1	-1	9	-1.5	9	39*	15	43*	-1.2	-0.3	12
12	CCOCCCNS(=O)(=O)c1ccc(-n2cnnn2)c(OC)c1	-3	5	-2.3	-10	-12	19	0	.	i	1
13	Cc1c(C(=O)NCc2ccccn2)oc2ccc(Br)cc12	.	0	3.1	5	-18	.	0	-1.3	-0.9	-6
14	CCc1ccc(/C=N\n2cnnc2)cc1	-4	-11	0.3	6	.	-3	1	-0.7	-0.2	-7
15	CNC(=S)N(CCc1c(C)[nH]c2ccc(Cl)cc12)Cc1cccs1	5	.	0.0	.	.	18	.	.	.	-6
16	CCCCN(C(=O)Cc1ccc(S(=O)(=O)N2CCOCC2)s1)c1c(N)n(CCCC)c(=O)[nH]c1=O	.	3	2.6	-6	1	.	-2	.	-0.3	4
17	Cc1c(NC(=S)SCc2ccccc2)c(=O)n(-c2ccccc2)n1C	-3	3	-0.8	-8	-17	38	-1	.	i	-9
18	COc1cccc(CN(C)Cc2nc(C3CC3)no2)c1	-2	1	-0.9	-30	-17	17	0	.	-1.5	-1
19	Fc1ccccc1NC(=S)NCCc1ccccc1	-7	15	5.0	-1	-2	-1	5	-2.6	-1.5	-10
20	Cc1ccc2oc(C(=O)N3CCN(c4cccc(C)n4)CC3)c(C)c2c1	-1	6	3.7	6	-18	14	-3	0.1	-0.2	-2
21	Cc1ccc(NC(=O)C2OCCc3ccccc32)cc1Cl (configuration not stated)	-1	7	-2.0	9	-18	48	0	1.1	-0.3	-2
22	COc1ccc(-c2cnn3c4c(c(C)nc23)CCN4C(C)C)cc1OC	-8	7	2.1	-3	-26	-7	-2	-1.7	.	-2
23	Cc1noc(C)c1NC(=O)N(C)C[C@H]1Oc2ccc(NS(=O)(=O)c3c(C)noc3C)cc2C(=O)N([C@H](C)CO)C[C@@H]1C	.	0	-2.7	3	-10	.	1	0.0	i	-1
24	CCn1c(SCC(=O)NC2CCCC2)nnc1-c1cccnc1	3	1	-1.2	12	14	30	-1	3.7	-0.4	1
25	Cc1sc2nc(C(C)Sc3n[nH]c(N)n3)[nH]c(=O)c2c1C (configuration not stated)	3	.	2.9	.	.	16	.	.	.	-10
26	O=C(NCCc1ccccc1)C1CCC(CNc2c(N3CCCCC3)c(=O)c2=O)CC1 (configuration not stated)	-1	11	-1.7	3	-5	19	-2	1.0	-0.3	-3
27	COc1ccc(C(=O)C2CCCN(Cc3ccc4nonc4c3)C2)cc1F (configuration not stated)	2	4	1.6	6	-22	21	3	4.1	0.6	3
28	COc1ccc(CC(=O)NCc2nnc(SCc3ccc([N+](=O)[O-])cc3)n2C)cc1	-2	-15	4.7	2	-1	21	6	0.5	2.8	-4
29	O=C1CC(Nc2ccc(N3CCOCC3)cc2)C(=O)N1C1CCCCC1 (configuration not stated)	3	-2	0.6	1	11	18	4	0.4	-0.4	11
30	CCn1c(SCC(=O)N2CCC(C(N)=O)(N3CCCCC3)CC2)nnc1-c1ccccc1	3	6	-3.8	6	-1	0	-1	0.0	.	3
31	O=C(CCS(=O)(=O)c1ccc(F)cc1)Nc1nccs1	.	5	.	-7	.	.	0	-0.6	-0.8	.
32	CSc1nnc([C@@H](N)Cc2ccccc2)o1	-1	1	1.2	6	-3	26	-3	-0.3	-2.9	0

A second format for part of the listing above:
[27] COc1ccc(C(=O)C2CCCN(Cc3ccc4nonc4c3)C2)cc1F (configuration not stated)
  3CLpro inhibitor = 2 | GDH-TPI inh = 4 | UGM FP inh = 1.6 | MazEF act = 6 | PriA SSB inh = -22 | VHR inh abs = 21 | Mtb FBA inh = 3 | BioA inh = 4.1 | BH1578 lux ind = 0.6 | Rv3671c protease = 3

[28] COc1ccc(CC(=O)NCc2nnc(SCc3ccc([N+](=O)[O-])cc3)n2C)cc1
  3CLpro inhibitor = -2 | GDH-TPI inh = -15 | UGM FP inh = 4.7 | MazEF act = 2 | PriA SSB inh = -1 | VHR inh abs = 21 | Mtb FBA inh = 6 | BioA inh = 0.5 | BH1578 lux ind = 2.8 | Rv3671c protease = -4

[29] O=C1CC(Nc2ccc(N3CCOCC3)cc2)C(=O)N1C1CCCCC1 (configuration not stated)
  3CLpro inhibitor = 3 | GDH-TPI inh = -2 | UGM FP inh = 0.6 | MazEF act = 1 | PriA SSB inh = 11 | VHR inh abs = 18 | Mtb FBA inh = 4 | BioA inh = 0.4 | BH1578 lux ind = -0.4 | Rv3671c protease = 11

[30] CCn1c(SCC(=O)N2CCC(C(N)=O)(N3CCCCC3)CC2)nnc1-c1ccccc1
  3CLpro inhibitor = 3 | GDH-TPI inh = 6 | UGM FP inh = -3.8 | MazEF act = 6 | PriA SSB inh = -1 | VHR inh abs = 0 | Mtb FBA inh = -1 | BioA inh = 0.0 | BH1578 lux ind = . | Rv3671c protease = 3

Additional results
cpd	SMILES	3CLpro inhibitor	GDH-TPI inh	UGM FP inh	MazEF act	PriA SSB inh	VHR inh abs	Mtb FBA inh	BioA inh	BH1578 lux ind	Rv3671c protease
33	CN(CC(=O)NCc1ccccn1)S(=O)(=O)c1ccc(Br)cc1	-3	0	1.3	2	2	14	2	.	-1.5	-3
34	Cc1ccc([C@@H]2CC=C(C(=O)O)CN2S(=O)(=O)c2ccccc2C)cc1	.	6	-1.3	-5	-16	.	-1	-1.6	0.0	0
35	Cc1ccc(NC(=O)CN(C)C(=O)C(Sc2ccccc2)c2ccccc2)cc1 (configuration not stated)	.	7	-1.5	-3	7	.	-2	4.2	-0.8	4
36	O=C(C(=O)c1ccc(O)c(O)c1)c1ccc(O)c(O)c1	.	78*	.	6	0	.	-6	.	.	.
37	Cc1ccccc1NC(=O)c1ccccc1NS(=O)(=O)c1cccc2cccnc12	6	-6	-1.7	11	0	0	-2	-1.8	i	2
38	CC1CN(C(=O)CCC(=O)NCc2ccc(Cl)cc2)c2ccccc2S1 (configuration not stated)	-1	10	1.6	-13	-9	25	4	2.0	-0.5	-1
39	CC1CCCC(C)N1C(=O)COC(=O)c1cccnc1Cl (configuration not stated)	.	7	1.4	7	2	.	1	-1.6	i	4
40	CN1CCN(c2nc(NCCOC34CC5CC(CC(C5)C3)C4)nc(OCC(F)(F)F)n2)CC1	-3	5	-2.7	5	-6	16	4	0.4	-1.3	3
41	CCc1nn(CC(=O)N(C)C2CCCCC2)c(=O)c2cc3cc(C)ccc3n12	1	-4	0.6	5	-12	-2	-2	-1.0	-0.6	3
42	NS(=O)(=O)c1cccc(NC(=O)COC(=O)C2(c3cccc(F)c3)CCCC2)c1	2	15	0.2	5	-11	24	0	.	-0.4	-15
43	COc1ccc(Cn2c(C3CC3)nc3ccc(NC(=O)C4CC4)cc3c2=O)cc1	1	1	-0.2	3	-7	32	2	0.8	-0.1	-20
44	Cc1cccc(CN2CCOCCS2(=O)=O)c1	-3	0	1.2	-2	-12	36	-2	-0.3	-1.0	8
45	NC1=NC(=O)C2(COC(c3cccnc3)OC2)S1 (configuration not stated)	0	1	-0.9	-4	5	18	8	0.9	-1.0	5
46	CCc1ccc(N2CC(C(=O)N3CCCC3)CC2=O)cc1 (configuration not stated)	2	-3	-0.7	-2	-8	31	0	.	-0.1	7
47	Cc1ccccc1N(C(=O)CCC(=O)Nc1ccccn1)C(C(=O)NC(C)C)c1ccc(O)cc1 (configuration not stated)	0	9	.	1	-3	14	1	.	0.1	.
48	C/C(=N\Nc1ccc(C(F)(F)F)cc1[N+](=O)[O-])C(C)C	0	0	-0.1	1	.	14	-1	-1.8	-0.2	-5
49	CCCCC(=O)Nc1ccc(NC(=O)c2cc(OC)c(OC)c(OC)c2)cn1	-1	-3	0.2	9	-12	4	0	-2.1	3.7	-12
50	CCOc1ccc(-n2c(=O)[nH]cc(C(=O)N3CCCc4ccccc43)c2=O)cc1	-4	-12	-0.2	8	3	24	-1	.	-1.7	-2
51	COc1cc(NC(=O)CCNC(=O)Cn2cnc3sc4c(c3c2=O)CCCC4)cc(OC)c1OC	-1	4	-1.1	5	-12	22	3	-0.4	0.4	5
52	COc1ccc(OC)c(Nc2nc(-c3ccccc3O)nc3ccccc23)c1	-4	2	-0.9	1	-6	35	-4	.	i	1
53	c1ccc(-n2nnnc2SCc2cccc3nsnc23)cc1	-9	9	-0.1	3	-7	26	0	-1.7	-5.9	-3
54	COc1ccccc1-n1c(=O)[nH]c2c(C(N)=O)nc(C3CCCCC3)nc21	1	18	-0.5	9	-7	21	27*	0.8	-0.2	4
55	O=C(/C=C/c1ccco1)Nc1ccc(-c2nc3ccccc3[nH]2)cc1	-3	9	-3.1	-42	2	4	5	-0.9	0.7	-61
56	Cc1ccc(SCC(=O)N2CCC(C(N)=O)CC2)cc1	4	3	0.9	7	4	12	-2	.	-0.3	0
57	Cc1cc(C(=O)COc2cccnc2[N+](=O)[O-])c(C)n1-c1ccccc1	-2	4	-2.4	-1	5	0	0	.	-3.7	4
58	CCN(CC(=O)Nc1ccc2c(c1)OCCO2)C(=O)c1cccc(OCC(C)C)c1	-1	6	-0.1	-2	5	-2	1	0.8	i	7
59	O=C(CCCOc1ccc(Cl)cc1Cl)N1CCC2(CC1)OCCO2	-3	2	-2.4	-17	-11	-8	-1	0.8	i	-7
60	O=C(c1ccc(Cl)cc1)N(Cc1ccc(Br)cc1)N1C(=O)CCC1=O	-3	-2	1.5	11	-11	29	1	.	1.4	-5
61	COc1cc(OC)c(C2C(C(=O)O)c3ccccc3C(=O)N2C)cc1OC (configuration not stated)	-8	-3	1.3	-3	9	11	0	0.0	6.7	2
62	CCOC(=O)N1CCN(S(=O)(=O)c2ccc(C)cc2)C1c1ccc(OC)cc1 (configuration not stated)	-6	-2	-1.5	-1	-5	-12	-4	-2.8	i	-5
63	CCCCSc1nc2c(=O)[nH][nH]c(=O)c2n1Cc1ccccc1	-3	-9	2.3	6	-11	32	6	1.6	0.3	0
64	COc1ccc(N2CCC(CNC(=O)Nc3ccc(C)c(C)c3)C2)cc1 (configuration not stated)	-5	-2	1.9	11	19	8	5	-1.1	-0.2	0
65	CCOC(=O)c1[nH]c(C)c(C(=O)OCC(=O)NC(C)c2ccc(F)cc2)c1C (configuration not stated)	.	-2	0.8	0	-13	.	1	-0.1	0.6	1
66	O=C(COC(=O)CCS(=O)(=O)c1ccc(F)cc1)NC1CCCCC1	.	7	-1.5	-5	-12	.	-2	-0.7	i	-7
67	COCC(=O)OCC(=O)Nc1ccccc1-c1ccccc1	0	-6	1.3	8	-4	18	-2	.	i	4
68	Cc1cccc(CSc2ncnc3ccccc23)c1	0	26	2.1	-4	-23	17	2	.	i	0
69	O=C(CCCN1C(=O)c2ccccc2C1=O)NC1=NCCS1	2	-4	.	7	-10	-12	-15	-0.4	3.2	.
70	O=C(Nc1ccc(Cl)cc1)c1nc[nH]c1C(=O)NCc1ccccc1	.	11	4.5	-1	-4	.	1	-0.9	i	8
